High-throughput results deposited in PubChem by Vanderbilt High Throughput Screening Facility.
Cav3 T inh: inhibitors of human Cav3.2 T-type calcium channel. O95180. Cav3.2-expressing cells, Fluo-4 calcium fluorescence FDSS; active compounds read low. B-score at 10 µM. 100,000 compounds, 4% hits;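 active = single-dose well whose peak fluorescence ratio is a statistical outlier from its plate by either plate-standardised score or position-corrected B-score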
Target sequence (O95180 whole entry, looked up): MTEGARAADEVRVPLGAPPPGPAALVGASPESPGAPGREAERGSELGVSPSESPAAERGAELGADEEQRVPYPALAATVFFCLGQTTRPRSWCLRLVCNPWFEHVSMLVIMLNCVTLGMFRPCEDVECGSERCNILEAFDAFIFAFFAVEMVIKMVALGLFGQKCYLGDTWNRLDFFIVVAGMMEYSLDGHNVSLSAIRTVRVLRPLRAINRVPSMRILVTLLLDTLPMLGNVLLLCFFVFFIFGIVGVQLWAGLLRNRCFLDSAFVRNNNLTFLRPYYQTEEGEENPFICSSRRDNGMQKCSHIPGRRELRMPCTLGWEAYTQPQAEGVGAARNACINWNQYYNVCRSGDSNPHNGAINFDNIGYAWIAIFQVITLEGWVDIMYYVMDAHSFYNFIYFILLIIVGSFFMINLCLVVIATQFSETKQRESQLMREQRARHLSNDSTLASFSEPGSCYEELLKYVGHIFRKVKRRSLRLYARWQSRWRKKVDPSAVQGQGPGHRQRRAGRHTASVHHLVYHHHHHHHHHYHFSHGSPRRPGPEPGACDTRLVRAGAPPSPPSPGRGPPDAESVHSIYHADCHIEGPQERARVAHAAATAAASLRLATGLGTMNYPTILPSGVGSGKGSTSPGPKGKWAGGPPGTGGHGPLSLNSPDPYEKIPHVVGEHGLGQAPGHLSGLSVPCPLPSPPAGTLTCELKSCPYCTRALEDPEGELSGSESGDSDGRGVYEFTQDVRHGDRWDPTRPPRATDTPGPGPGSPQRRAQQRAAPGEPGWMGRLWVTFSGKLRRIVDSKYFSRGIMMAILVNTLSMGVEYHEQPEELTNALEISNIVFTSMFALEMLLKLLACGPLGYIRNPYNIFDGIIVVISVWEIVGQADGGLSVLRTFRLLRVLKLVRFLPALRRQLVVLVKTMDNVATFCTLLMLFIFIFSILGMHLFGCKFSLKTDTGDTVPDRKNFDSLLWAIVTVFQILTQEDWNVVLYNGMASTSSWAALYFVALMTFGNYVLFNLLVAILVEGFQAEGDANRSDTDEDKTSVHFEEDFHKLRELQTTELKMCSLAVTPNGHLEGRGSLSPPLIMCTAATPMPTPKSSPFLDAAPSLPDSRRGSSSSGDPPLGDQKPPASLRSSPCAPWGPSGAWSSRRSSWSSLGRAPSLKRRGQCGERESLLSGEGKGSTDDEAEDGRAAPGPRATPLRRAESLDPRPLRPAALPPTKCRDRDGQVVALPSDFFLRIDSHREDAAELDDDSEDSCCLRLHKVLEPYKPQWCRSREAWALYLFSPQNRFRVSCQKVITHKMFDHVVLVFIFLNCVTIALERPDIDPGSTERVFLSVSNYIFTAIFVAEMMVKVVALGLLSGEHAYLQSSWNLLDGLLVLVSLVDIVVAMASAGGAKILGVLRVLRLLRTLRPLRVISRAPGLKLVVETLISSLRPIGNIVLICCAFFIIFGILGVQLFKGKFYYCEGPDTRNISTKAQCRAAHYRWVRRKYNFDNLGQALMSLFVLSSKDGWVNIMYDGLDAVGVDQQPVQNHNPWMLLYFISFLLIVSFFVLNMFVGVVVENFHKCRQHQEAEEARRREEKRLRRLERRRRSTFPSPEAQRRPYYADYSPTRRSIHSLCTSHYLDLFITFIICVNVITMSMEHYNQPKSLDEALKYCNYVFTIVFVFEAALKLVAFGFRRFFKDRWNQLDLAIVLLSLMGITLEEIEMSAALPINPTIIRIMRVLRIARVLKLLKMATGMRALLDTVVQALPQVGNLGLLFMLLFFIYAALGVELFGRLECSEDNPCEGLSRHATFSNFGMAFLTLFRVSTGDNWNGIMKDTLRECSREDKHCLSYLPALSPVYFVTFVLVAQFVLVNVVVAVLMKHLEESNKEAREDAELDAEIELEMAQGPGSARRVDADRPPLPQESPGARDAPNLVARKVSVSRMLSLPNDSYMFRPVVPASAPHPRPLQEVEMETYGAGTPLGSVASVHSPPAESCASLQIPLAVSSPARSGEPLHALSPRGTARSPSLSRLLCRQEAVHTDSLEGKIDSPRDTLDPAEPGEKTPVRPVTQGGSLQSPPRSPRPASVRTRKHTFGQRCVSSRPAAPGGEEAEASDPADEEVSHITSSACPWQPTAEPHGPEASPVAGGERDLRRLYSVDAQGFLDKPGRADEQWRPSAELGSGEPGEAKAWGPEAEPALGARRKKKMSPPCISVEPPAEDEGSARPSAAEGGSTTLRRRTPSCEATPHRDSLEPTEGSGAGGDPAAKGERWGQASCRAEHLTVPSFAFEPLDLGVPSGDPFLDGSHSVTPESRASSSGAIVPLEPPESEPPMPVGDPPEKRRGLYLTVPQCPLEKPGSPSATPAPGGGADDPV
* marks the source's active call; other numbers are inactive results. A portion of the library; rates above refer to the full screens.

Molecule | Cav3 T inh
COC(=O)c1sccc1NC(=O)CSc1nnnn1-c1ccccc1C | -0.509
CCCS(=O)(=O)c1nc(S(=O)(=O)c2ccc(C)cc2)c(NCCCN2CCOCC2)s1 | 0.619
COc1cccc(NC(=O)Cn2nnc(-c3ccccc3N)n2)c1 | -1.45
CN1CCN(S(=O)(=O)c2ccc(NC(=O)C(C)(C)C)cc2)CC1 | -5.69*
Cc1c(/C=C/C(=O)c2ccc(Cl)s2)cnn1C | 0.482
CCOC(=O)N1CCN(C(=O)CSc2nnc(-c3cccs3)o2)CC1 | 3.66
CCOC(=O)/C(C(=O)Nc1ccccc1Cl)=C1/NC(C)(C)Cc2ccccc21 | -1.61
S=C(NCCC(c1ccccc1)c1ccccc1)Nc1cccc(Cl)c1 | -4.14

(cont.)
Molecule | Cav3 T inh
C(=N\N1CCN(Cc2cccc3ccccc23)CC1)/c1cccnc1 | -1.06
O=S(=O)(c1ccc(F)cc1)N1CN(Cc2ccco2)c2nc3ccccc3nc21 | -2.12
O=C(CSc1ncnc2ccccc12)Nc1ccc(N2CCOCC2)cc1 | 0.127
O=C(Nc1ccccc1C(=O)NCc1ccco1)c1ccco1 | 0.11
CSc1ccccc1NC(=O)CSc1nnnn1-c1ccccc1SC | -1.8
CCc1cccc(C)c1NC(=O)C1=C(C(=O)O)CCCC1 | 0.153
CCNC(=O)c1c(NC(C)=O)sc2c1CCCC2 | 1.5
Cc1cc(-c2ccccc2)nc(N2CCC(C(=O)NC(C)C)CC2)n1 | 0.849

Continuation:
Molecule | Cav3 T inh
CCCOc1ccc(C(=O)NC(C)C(=O)O)cc1 (stereo not given) | 0.268
CC1CCC/C(=N\NC(=S)NCc2ccccc2)C1 (stereo not given) | -1.63
CCOC(=O)c1c(C)nc2c(C)cccn12 | 0.285
O=C(O)CCCC(=O)Nc1ccn(-c2ccccc2)n1 | 0.037
CCCCCCn1c(-c2ccco2)nc2oc3cc(OC)ccc3c(=O)c2c1=O | 0.695
C/C=C/C=C/C(=O)[C@@H]1[C@@H]([C@]2(C)OC(=O)C(C)=C2O)[C@H]2/C(=C(O)/C=C/C=C/C)C(=O)[C@]1(C)C(=O)C2(C)O (stereo not given in full) | 1.77
CC(C)n1nnnc1SCC(=O)N1CCOCC1 | -0.0778
Cc1nn(CC(=O)O)c(C)c1Cl | 1.28

Additional records follow:
Molecule | Cav3 T inh
Fc1ccc(-c2nc3ccncc3[nH]2)cc1 | 1.02
COc1ccc2c(c1)C1(Nc3ccccc3C(=O)N1c1ccccc1)C(=O)N2 (stereo not given) | 0.115
O=C(CN1CCOCC1)Nc1nc(-c2ccc3c(c2)CCN3S(=O)(=O)c2ccccc2)cs1 | 0.00221
Cc1nc2ccc(S(=O)(=O)NCC(=O)N3CCN(c4ccccc4)CC3)cc2s1 | 0.225
O=C(O)c1cccc(S(=O)(=O)N2CCSCC2)c1 | 0.29
Cc1ccc(C)c(NC(=O)CN2C(=O)CNC2=O)c1 | 0.455
CCN1CCN(C(=O)CN(c2ccc(C)cc2)S(C)(=O)=O)CC1 | 0.0114
COc1cc2c(cc1OC)CN(C(=O)c1cc(=O)c3ccccc3o1)CC2 | 0.0559

Continuation:
Molecule | Cav3 T inh
COc1ccc(C(c2nnnn2Cc2cccs2)N2CCN(c3ccccc3)CC2)cc1OC (stereo not given) | -2.45
COC(=O)c1ccc(COC(=O)c2ccc(-n3cnnn3)cc2)o1 | 0.0948
Cc1cc(C)cc(-n2c(C)cc(C=C(C#N)C#N)c2C)c1 | 0.224
COc1ccc(CC(=O)Nc2c3c(nn2-c2cccc(C)c2C)CS(=O)C3)cc1 (stereo not given) | 0.386
O=C1OCC(Cn2c3ccccc3c3ccccc32)O1 (stereo not given) | -0.658
CCOC(=O)N1CCN(Cc2cc(=O)oc3ccc(Cl)cc23)CC1 | 0.835
Cc1cc(C)n(-c2ccc(C(=O)Oc3ccc4c(c3)OCO4)cc2)n1 | -0.845
C=CCNC(=O)C12CC3(C)CC(C)(CC(C)(C3)C1)C2 | -0.111

Carrying on:
Molecule | Cav3 T inh
Cc1nn(-c2ccccc2)c(Oc2ccc(F)cc2)c1/C=N/n1cnnc1 | -0.103
CCOC(=O)C(C(=O)NCCCN1CCOCC1)C1CCCCC1 (stereo not given) | 1.03
O=c1[nH][nH]c(C(F)(F)F)c1C=NCc1ccc(Cl)cc1 | -1.81
Cn1c(N)c(C(=O)c2cc(-c3ccccn3)nc3ccccc23)c(=O)[nH]c1=O | 0.98
c1ccn2c(SCc3ccc4c(c3)OCO4)nnc2c1 | -0.133
CCNC(=O)c1nc[nH]c1C(=O)NCC | 0.0249
O=C(CCN1CCOCC1)c1ccccc1 | 1.84
Cc1cc(=O)[nH]c(SCc2cc(Cl)ccc2OC(F)F)n1 | -2.46

New compounds follow
Molecule | Cav3 T inh
COCCOc1nc2ccccc2nc1C | 0.00717
O=C(CSc1cccc(C(F)(F)F)c1)NC(=O)NCc1ccco1 | -5.31*
O=C(O)c1ccc(CNC(=O)c2ccc(Br)o2)cc1 | 0.607
C=CCn1c(C)cc(C(=O)CSc2nnc(NC(C)C)s2)c1C | 0.982
COc1ccc2sc(NC(C)=O)nc2c1 | 0.861
CCN(CC)P1(=O)OC(c2cc(OC)c(OC)c(OC)c2)=Nc2c1c(C)nn2-c1ccccc1 (stereo not given) | -1.63
CC(Sc1nnnn1C)C(=O)Nc1ccc(Oc2ccccc2)cc1 (stereo not given) | -0.16
Cc1sc2ncnc(OCC(=O)N3CCN(S(=O)(=O)c4ccc(Cl)cc4)CC3)c2c1C | -1.48

Quoted at random: seven entries already listed, in no set order.
Molecule | Cav3 T inh
S=C(NCCC(c1ccccc1)c1ccccc1)Nc1cccc(Cl)c1 | -4.14
COc1cc2c(cc1OC)CN(C(=O)c1cc(=O)c3ccccc3o1)CC2 | 0.0559
CN1CCN(S(=O)(=O)c2ccc(NC(=O)C(C)(C)C)cc2)CC1 | -5.69*
CCCOc1ccc(C(=O)NC(C)C(=O)O)cc1 (stereo not given) | 0.268
O=S(=O)(c1ccc(F)cc1)N1CN(Cc2ccco2)c2nc3ccccc3nc21 | -2.12
Cc1c(/C=C/C(=O)c2ccc(Cl)s2)cnn1C | 0.482
CCOC(=O)N1CCN(Cc2cc(=O)oc3ccc(Cl)cc23)CC1 | 0.835

Carrying on.
Molecule | Cav3 T inh
Cc1nc(=O)cc(-c2ccccc2)n1-c1ccccc1 | 0.532
CCOC(=O)c1[nH]c2ccc(OC)cc2c1NS(=O)(=O)c1ccc(OC)cc1OC | -2.55
CCn1c2c(c3cc(OCC(C)C)ccc31)CCCC2=O | -0.426
CCOc1ccc(S(=O)(=O)Nc2cc(Sc3ncn[nH]3)c3oc(=O)sc3c2)cc1 | -0.0202
COCCNC(=O)C1CC2Cn3c(nc4ccccc43)C2N1C (stereo not given) | -0.00178
Fc1ccc2c(c1)C(c1ccncc1)=NNC(c1ccc(Cl)cc1)=N2 | 0.412
O=C(CN(CCN1CCOCC1)C(=O)Cn1nnc(-c2ccc(F)cc2)n1)NC1CCCCC1 | 1.12
Cc1ccccc1C(=O)c1c[nH]c(C(N)=O)c1 | 0.203

Next part:
Molecule | Cav3 T inh
O=C(COC(=O)C1COc2ccccc2O1)NC(=O)NC1CCCCC1 (stereo not given) | 0.142
Cc1ccc(N2C(=O)CSC2c2cccs2)cc1 (stereo not given) | -0.245
COC(=O)c1[nH]nc2c1C(=O)N(Cc1ccccc1)C2=O | 0.728
CCOCCSC1=C(C#N)C(c2cccs2)C(C(C)=O)=C(C)N1 (stereo not given) | -0.194
CC(C)=CC/C=C1\CCC(C(=O)O)C(C(=O)O)C1 (stereo not given) | 0.909
CCCCn1c(NC(=O)c2ccccc2Cl)c(C#N)c2nc3ccccc3nc21 | -8.77*
O=C(CCCNS(=O)(=O)c1cccs1)N1CCN(c2ccc(F)cc2)CC1 | -0.693
CC(C)C(=O)Nc1nc2c(ncn2C2CC(O)C(CO)O2)c(=O)[nH]1 (stereo not given) | 1.37

The results go on:
Molecule | Cav3 T inh
CCc1nc2ccccc2n(CCOCCOCCn2c(=O)c(CC)nc3ccccc32)c1=O | 1.34
Cn1c(=O)oc2cc(S(=O)(=O)N3CCC(N4CCCCC4)CC3)ccc21 | 0.503
CN(c1ccccc1)S(=O)(=O)c1ccc(C(=O)NCC2CCCO2)cc1 (stereo not given) | -0.247
CCC(NC(=O)Nc1ncccc1C)(C(F)(F)F)C(F)(F)F | -0.0446
Cc1nc2ccccc2nc1OCC(=O)N1CCN(c2ccccc2)CC1 | 0.0979
CN(C)c1nc(N)nc(CSc2nnnn2-c2ccc(C(=O)O)cc2)n1 | 1.04
Fc1ccc(-c2nc3n(n2)Cc2ccccc2-3)cc1 | 0.02
O=C(CSc1ccccn1)Nc1nncs1 | 0.275

Additional records
Molecule | Cav3 T inh
Cc1nc2ccccn2c1/C(O)=C1\C(=O)C(=O)N(CCN2CCOCC2)C1c1cccnc1 (stereo not given) | 0.382
CCOC(=O)C1CCCN(c2c(NCCCN(C)c3ccccc3)c(=O)c2=O)C1 (stereo not given) | 0.834
COCc1nnc(NC(=O)CSc2ccccc2)s1 | -0.233
Cc1csc(NC(=O)c2cccc(S(=O)(=O)N3CCCCC3)c2)n1 | -2.6
CCc1ccc(NC(=O)CSc2nnc(SCC(=O)Nc3ccc(CC)cc3)n2N)cc1 | -1.02
CC(C)n1c(SCC(=O)N2c3ccccc3Sc3ccccc32)nc2c1c(=O)n(C)c(=O)n2C | -3.81
C=CCNC(=O)c1cc(Cl)ccc1Cl | 0.186
CCCCN1CC[C@H]2C=CC[C@@H](C(=O)Nc3nccs3)[C@H]2C1=O | 0.826

Next structures follow.
Molecule | Cav3 T inh
N#CC(c1ccccc1)c1ccc(C(=O)c2ccc(F)cc2)cc1 (stereo not given) | -0.652
N#Cc1cccc(NC(=O)CN2NS(=O)(=O)c3ccccc3C2=O)c1 | 0.0782
Cc1ccc(SCCC(=O)N2CCC(C(N)=O)CC2)cc1 | -0.87
Cc1ccc(-n2c(C)cc(C(=O)CSc3n[nH]c(N)n3)c2C)cc1 | -2.13
COc1cc(CNCCCN2CCOCC2)ccc1OCC(=O)Nc1cccc(C(F)(F)F)c1 | 1.11
Cc1cccc(NC(=O)CCN2C(=O)C3C4CCC(C4)C3C2=O)c1C (stereo not given) | -2.59
Cc1ccc(S(=O)(=O)NCCCC(=O)C=[N+]=[N-])cc1 | -0.405
CS(=O)(=O)N(CC(=O)NCc1cccnc1)Cc1ccc(Cl)cc1 | 0.796

(more compounds)
Molecule | Cav3 T inh
Cc1ccccc1NC(=O)c1cc(S(=O)(=O)N2CCOCC2)ccc1F | -0.0342
O=C(c1ccc(Cl)cc1)N1CCC(=O)N(C(CO)Cc2ccccc2)CC1 (stereo not given) | 0.136
COCCCNCC(=O)c1c(N)n(Cc2ccccc2)c(=O)n(C)c1=O | 0.348
CCCC(=O)c1c(NC)cc(C)oc1=O | 0.358
OCCNCCCCCOc1ccc(F)cc1 | 0.463
O=c1cc(-c2ccccc2)nc(SCc2ccccc2)[nH]1 | 0.0347
c1ccc(Cn2nnnc2C(c2cccnc2)N2CCN(c3ccccc3)CC2)cc1 (stereo not given) | 0.153
O=C(Nc1ccc(Cc2ccncc2)cc1)C1CCC(N2C(=O)C3C4C=CC(C5CC45)C3C2=O)CC1 (stereo not given) | -1.52

Additional records.
Molecule | Cav3 T inh
O=C(Nc1nnc(C(F)(F)F)s1)C1COc2ccccc2O1 (stereo not given) | -4.25*
COc1ccc(-n2c(C)c([N+](=O)[O-])c3ccc(O)c(CN4CCCCC4)c32)cc1 | 0.64
Cc1cc(C)c2nc(C(F)(F)F)nc(NCCCN3CCOCC3)c2c1 | -3.65
Clc1ccccc1-c1nc(N/N=C/c2cccnc2)c2ccccc2n1 | 0.6
c1ccc(OCc2nn3c(-c4n[nH]c5c4CCC5)nnc3s2)cc1 | 0.482
CCN(CC)C(=O)CN(c1ccc(Cl)cc1)S(=O)(=O)c1ccccc1 | -1.77
Cc1ccc(OCCOCCn2ccnc2)c(Br)c1 | 0.726
Cn1c(Cc2cccc3ccccc23)nnc1SCC(=O)N1CCN(c2ccccc2)CC1 | -0.52

Next records
Molecule | Cav3 T inh
CN(C)c1ccc(-c2nn3c(-c4cccnc4)nnc3s2)cc1 | 0.889
Cc1cccc(CNc2ccc(C(CC(N)=O)NC(=O)Cc3cccc4ccccc34)cc2[N+](=O)[O-])c1 (stereo not given) | -0.335
Cc1cc(C)c2nc(N3CCC(C(=O)N4CCN(c5ncccn5)CC4)CC3)sc2c1 | -0.341
COc1ccc(NC(=O)c2ccc(S(=O)(=O)N3CCOCC3)cc2)c(OC)c1 | -0.178
CCOC(=O)c1nnc2c(Br)c(-c3ccccc3)nn2c1C | -1.86
Cc1cc(C)nc(N2CCCC(C(=O)NCCc3ccccc3F)C2)n1 (stereo not given) | -0.711
COC(=O)c1cn(C(C)C(=O)NCc2ccco2)c2ccccc12 (stereo not given) | 0.619
CC(C)Nc1ccc(C(CC(N)=O)NC(=O)Cc2ccc(Cl)cc2)cc1[N+](=O)[O-] (stereo not given) | -0.023

(cont.)
Molecule | Cav3 T inh
Cc1ccc(Nc2nc(N)nc(CN3CCN(c4ccccc4F)CC3)n2)cc1 | -5.3*
Cc1cc(C)n2cc(CSC3=NCCS3)nc2n1 | 0.37
CCC(=O)N1CCN(C(=O)CC)C1c1ccccc1 | 0.564
O=C(NCc1ccccc1)C1Nc2ccc(OC(F)(F)F)cc2C2C=CCC12 (stereo not given) | -1.51
CS(=O)(=O)N1CCN(CC2CC3C=CC2C3)CC1 (stereo not given) | -0.388
CC1(C)Cc2c(C#N)c(NCCN3CCOCC3)nc(-c3ccco3)c2CO1 | 0.858
C=CCc1ccccc1OCC(O)CN(C(C)C)C(C)C (stereo not given) | -1.03
CCn1cc(C(=O)N2CCN(C(=O)c3ccco3)CC2)c2cc(OC)c(OC)cc2c1=O | -0.0208
O=c1/c(=C/c2ccco2)sc2nc(-c3ccccc3Br)nn12 | -0.969
Cn1c(=O)c2c(ncn2CC(O)CNc2ccc(Br)cc2)n(C)c1=O (stereo not given) | 0.582
